# Keap1-Nrf2 PPI = Keap1-Nrf2 (human) interaction inhibition; Q14145; Keap1 Kelch-Nrf2 peptide fluorescence polarization, 1536-well; inhibition, % at 9.4 µM; 0.15% of 340,000 active; AID 504523; in the data active = inhibition above about 12%;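 note: human Keap1 Kelch domain with fluorescein labeled Nrf2 9mer peptide probe; 0% = neutral control wells and 100% = peptide positive control; higher means more block of Keap1 binding to Nrf2 peptide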
# NSD2 HMT inh = NSD2 (human) methyltransferase inhibition. NSD2 peptide methylation, AlphaScreen, 120 min. inhibition, % at 12.5 µM. 0.54% of 310,000 active. AID 743445. O96028; in the data active = inhibition above about 50%
# Target sequence (O96028 whole entry, looked up): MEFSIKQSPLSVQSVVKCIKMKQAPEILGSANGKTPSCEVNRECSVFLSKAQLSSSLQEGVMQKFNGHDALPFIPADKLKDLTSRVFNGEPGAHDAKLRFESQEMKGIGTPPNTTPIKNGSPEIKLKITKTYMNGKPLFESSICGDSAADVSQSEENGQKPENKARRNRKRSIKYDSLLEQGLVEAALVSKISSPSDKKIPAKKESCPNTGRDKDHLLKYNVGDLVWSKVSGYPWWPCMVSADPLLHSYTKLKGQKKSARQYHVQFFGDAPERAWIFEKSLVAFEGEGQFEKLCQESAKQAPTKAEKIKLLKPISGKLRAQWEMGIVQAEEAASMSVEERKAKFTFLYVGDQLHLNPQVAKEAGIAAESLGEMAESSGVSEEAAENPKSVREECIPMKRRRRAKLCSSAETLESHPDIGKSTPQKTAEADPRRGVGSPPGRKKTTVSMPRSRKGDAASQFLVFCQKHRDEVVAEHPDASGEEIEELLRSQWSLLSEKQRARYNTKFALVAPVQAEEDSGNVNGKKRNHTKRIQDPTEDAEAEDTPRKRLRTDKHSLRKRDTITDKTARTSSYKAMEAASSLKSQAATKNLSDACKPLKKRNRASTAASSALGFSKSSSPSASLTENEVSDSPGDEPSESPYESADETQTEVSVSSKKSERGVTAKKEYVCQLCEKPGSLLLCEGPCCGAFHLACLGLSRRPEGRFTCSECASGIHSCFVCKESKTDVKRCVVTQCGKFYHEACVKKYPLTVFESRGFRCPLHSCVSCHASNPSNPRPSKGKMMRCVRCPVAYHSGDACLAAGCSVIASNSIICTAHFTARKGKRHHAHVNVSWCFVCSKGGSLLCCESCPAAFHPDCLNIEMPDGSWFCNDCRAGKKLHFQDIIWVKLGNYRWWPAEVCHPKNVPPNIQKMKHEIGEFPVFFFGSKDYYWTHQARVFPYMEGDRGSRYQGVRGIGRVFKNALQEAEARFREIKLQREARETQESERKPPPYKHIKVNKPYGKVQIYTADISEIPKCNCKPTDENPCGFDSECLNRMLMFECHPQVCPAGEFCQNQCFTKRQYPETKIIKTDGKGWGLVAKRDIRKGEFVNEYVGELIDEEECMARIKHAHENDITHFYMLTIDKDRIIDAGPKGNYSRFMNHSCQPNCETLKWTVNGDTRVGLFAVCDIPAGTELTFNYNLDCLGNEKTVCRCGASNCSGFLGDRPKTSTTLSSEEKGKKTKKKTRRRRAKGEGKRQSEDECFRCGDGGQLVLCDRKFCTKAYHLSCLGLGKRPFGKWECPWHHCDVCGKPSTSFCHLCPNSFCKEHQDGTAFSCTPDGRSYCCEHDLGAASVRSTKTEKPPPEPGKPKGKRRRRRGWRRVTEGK
# PvdQ acylase = P. aeruginosa PvdQ acylase inhibition; purified PvdQ acylase, fluorescence plate reader; inhibition, % at 10 µM; 0.063% of 340,000 active; in the data active = inhibition above about 30%, passing the limit was not always enough;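 note: 0% = vehicle neutral wells and 100% = reference inhibitor wells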
# Arr AP2 block = blocks beta-arrestin peptide binding to AP2 adaptin; FITC-arrestin peptide / GST-AP2 beads, flow cytometry; AP2 beta2 appendage carries R879A mutation; inhibition, % at 10 µM; 0.31% of 340,000 active; AID 504490;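 active = inhibition above a set limit, near 3 SD of compounds lacking own fluorescence, cut at about 54% in these data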;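 note: plate controls were DMSO wells for no effect and 5 µM unlabelled arrestin peptide for full effect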
#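 Test system: GST-tagged AP2 beta2-adaptin appendage (R879A) on 4 µm glutathione beads; also added: fluorescein-tagged arrestin peptide at 50 nM final; timing: 12 min plus 1 h, RT; signal: flow cytometry, FL1 (488/535 nm); read-out: percent drop in bead-associated FITC signal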
# RTF Ca sens inh = cardiac RTF calcium desensitization; P19429+P45379; IANBD-labeled cardiac RTF, Ca2+ fluorescence; inhibition, % at 7.15 µM; 0.12% of 340,000 active;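 active = inhibition above the mean inhibition of all tested compounds plus 3 SD, cut at about 17% in these data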;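 note: assay run at fixed EC70 calcium of 1.6 mM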
# LANA DNA inh = inhibitors of KSHV LANA C-terminal domain DNA binding; inhibition, % at 9 µM; 0.078% of 340,000 active; AID 504423; MBP-C-LANA/FAM-LBS DNA binding, fluorescence polarization;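 active = highest replicate inhibition at or above 60% at 9 µM, even if other replicates fall short; inactive = all replicates below 60% inhibition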;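 note: 0% = neutral control wells and 100% = 4 µM acridine orange control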
# PKA-R2B act = activates the human PKA-R2B holoenzyme complex; 0.079% of 340,000 active; PKA-R2B holoenzyme dissociation, Cy5-IP20 fluorescence polarization; R2B truncated from residue 108, S112A mutant; 0% DMSO only, 100% 113 µM cGMP; P22694+P31323; activation, % at 11.4 µM;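 active = activation above a cutoff set at the mean over all compounds plus 3 SD, cut at about 18% in these data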;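 note: higher means more holoenzyme dissociation and a rise in polarization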
# DAGLB inh = blocks human DAGLB lipase activity. Q8NCG7. HEK293T DAGLB membrane lysate, EnzChek fluorogenic substrate. inhibition, % at 5.17 µM. 0.059% of 340,000 active. AID 504411; in the data active = inhibition above about 34%;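 note: 0% = enzyme with vehicle and 100% = wells lacking enzyme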
# SR-BI uptake up = enhances SR-BI lipid uptake from DiI-HDL. CHO ldlA[mSR-BI] cells, DiI-HDL uptake fluorescence, 3 h; 100 = double the neutral-control signal. activation, % at 12.5 µM. 0.096% of 320,000 active;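 active = mean replicate activation of at least 60% and every replicate at or above 60%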;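 note: 0% = median plate neutral-control signal and 100% = twice that signal; values of inactives mirror those of a sister screen read the other way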
#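 system = CHO ldlA[mSR-BI] cells, LDL receptor-null, SR-BI overexpressing | medium = Ham's F12 with 0.5% BSA, HEPES 25 mM, pH 7.4 | probe or stimulus = DiI-HDL 10 µg/mL | compound dosing = single-point compound dose | incubation = compound exposure 3 h, 37 °C | technique = DiI fluorescence, bottom read | read-out = cell-associated DiI fluorescence as measure of HDL uptake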
# SR-BI DiI inh = mouse SR-BI HDL lipid transfer inhibition. Q61009. ldlA[mSR-BI] CHO cells, DiI-HDL uptake fluorescence, 3 h. inhibition, % at 12.5 µM. 0.96% of 320,000 active. AID 488896;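 active = mean replicate inhibition of at least 70% and a set share of replicates each scoring 70 or more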;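 note: 0% = median of neutral control wells and 100% = median of positive control wells; values of inactives mirror those of a sister screen read the other way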
# * hit, by the source's call; x = no result given; & = joins results of further samples.
SMILES,Keap1-Nrf2 PPI,NSD2 HMT inh,PvdQ acylase,Arr AP2 block,RTF Ca sens inh,LANA DNA inh,PKA-R2B act,DAGLB inh,SR-BI uptake up,SR-BI DiI inh
O=C(CNC(=O)c1ccc(Br)o1)NCc1ccc2c(c1)OCO2,-7.8,-4.4,-5.3,6.7,-0.4,1.4,-7.4,-0.9,1.2,-1.2
OCCCCNCc1ccc(OCc2ccc(Cl)cc2Cl)cc1,-1.2,5.4,-11.4,-5.1,5.5,-2.5,8.1,3.1,2.0,-2.0
Cc1nnc(NC(=O)c2ccc(S(=O)(=O)N3CCCCCC3)cc2)o1,0.3,x,-10.8,-6.8,-4.8,-0.7,-7.7,0.6,10.1,-10.1
C=CSc1sc(Cl)c(N(C)C)c1[N+](=O)[O-],1.9,1.4,-1.0,22.0,-12.3,0.0,4.8,3.2,28.3,-28.3
CSc1nc2ccc(Nc3nc(N4CCOCC4)nc(N4CCOCC4)n3)cc2s1,4.6,x,-3.7,-12.9,0.6,0.1,-6.1,-1.9,-67.6,67.6
Cn1c(=O)c2c(nc(CN3CCN(C(=O)c4ccco4)CC3)n2Cc2ccc(Cl)cc2)n(C)c1=O,-0.1,14.9,-19.8,5.0,-9.2,0.1,-0.1,2.5,0.3,-0.3
O=C(COc1cc2oc(=O)c3c(c2cc1Cl)CCC3)NCCN1CCOCC1,-3.8,2.7,0.8,-5.6,-6.8,0.8,11.4,0.5,9.7,-9.7
CCCCN(C)C(=O)CCCCn1c(=O)[nH]c2cc(OCC)c(OCC)cc2c1=O,3.3,x,-10.0,-1.2,4.0,-0.9,0.2,1.7,-21.2,21.2
N#Cc1ccccc1OCC(=O)Nc1ccc(S(=O)(=O)N2CCOCC2)cc1,0.7,-1.9,8.4,33.3,2.7,0.8,-2.6,-3.1,-9.7,9.7
CCOC(=O)COc1ccc2ccccc2c1/C=C/[N+](=O)[O-],-1.7,x,-4.6,-1.1,-2.2,1.6,-6.4,0.5,6.4,-6.4
CC1CCN(C(=O)c2cc(Cl)ccc2NC(=O)c2ccco2)CC1,-1.6,-2.6,-16.7,-5.0,-15.2,-1.0,-0.9,-1.9,x,x
CCC(Sc1ncnc2sc(C)c(C)c12)C(=O)OC (configuration not stated),-1.1,1.2,-4.1,0.9,7.6,-1.5,6.2,-7.0,-11.8,11.8
CCc1ccc(OCC(=O)Nc2ccc3[nH]ncc3c2)cc1,2.9,1.6,-2.2,15.5,-2.8,0.5,-2.1,0.6,-13.9,13.9
COc1ccc(CNCCc2ccccc2)cc1OCC(N)=O,-5.5,1.2,-9.8,-1.2,-9.4,-2.4,8.0,1.8,17.1,-17.1
COc1ccc(C(=O)NC(=S)NNC(=O)c2c(-c3ccccc3)noc2C)cc1,-1.0,-2.8,-0.9,3.0,1.0,0.0,4.8,2.4,15.5,-15.5
O=C(O)CSCC(=O)NCc1cccc(C(F)(F)F)c1,-0.8,0.9,-6.0,-6.0,-4.4,0.4,-1.9,0.7,33.3,-33.3
CC(C)=CC(=O)Nc1nnc(C)s1,-5.0,-0.7,-15.5,-1.1,1.5,-4.3,-0.8,-0.9,22.7,-22.7
CNC(=S)N/N=C/c1ccc(OCC(=O)Nc2c(C)cc(C)cc2C)c(OC)c1,-2.2,-1.5,7.7,29.3,0.5,2.4,-10.9,2.6,-48.1,48.2
Cc1cccc(NC(=O)CN2C(=O)NC3(CCCC3)C2=O)n1,-0.8,-1.3,-11.5,-12.0,-5.6,0.4,2.6,1.5,12.0,-12.0
Cc1ccc(Cn2cc(S(=O)(=O)c3ccc(Cl)cc3)c(=O)c3cc(F)ccc32)cc1,-2.0,-4.0,-8.8,4.7,-0.3,-0.6,-1.9,2.1,-22.3,22.3
S=c1[nH]nc(COc2ccccc2)n1-c1ccccc1,-2.2,-1.5,-13.6,-8.8,-14.9,-1.3,0.9,1.9,0.4,-0.4
CCOc1nc2cnccc2n(CC(=O)Nc2cccc(C)c2C)c1=O,-5.8,x,-8.0,9.2,-7.8,-0.6,-0.2,2.3,5.6,-5.6
Cc1cc(NC(=S)Nc2ccccc2)ccc1Br,-2.3,-0.3,-7.9,12.0,-10.7,-0.9,6.2,-0.5,-63.3,63.3
CC(C)C(C)(C#N)NC(=O)CSc1ncnc2sc(-c3ccccc3)cc12 (configuration not stated),-6.5,-1.6,-5.1,-7.7,-8.7,-1.2,-2.1,-2.0,-31.3,31.3
CN(Cc1ccccc1)CC(O)COc1ccc(CNCCc2ccncc2)cc1 (configuration not stated),-4.2,6.0,-17.3,-9.3,-7.9,0.4,-4.5,-0.9,x,x
CCCCN(C(=O)c1ccc(-c2ccc(Cl)cc2)o1)c1c(N)n(CCC)c(=O)[nH]c1=O,-1.8,4.4,8.3,10.0,-9.3,0.3,-7.2,2.3,-20.4,20.4
CN(C)S(=O)(=O)c1ccc(S(=O)(=O)N(CC(=O)Nc2ccccc2)Cc2ccco2)cc1,-0.7,-3.7,-5.2,0.3,4.0,-0.1,-7.1,2.2,8.0,-8.0
CCn1ccnc1CN(C)C(=O)C1CCC(=O)N(Cc2cccc(C(F)(F)F)c2)C1 (configuration not stated),-0.7,-0.4,5.1,8.1,1.1,-0.9,-5.3,1.6,9.0,-9.0
Cc1cccc(N(CC(O)CN(C)C)S(=O)(=O)c2ccccc2)c1 (configuration not stated),-4.5,-2.6,-11.6,1.4,-3.2,-0.6,-3.8,0.6,7.3,-7.3
COc1ccc(CCNC(=S)NC2CCN(Cc3ccccc3)CC2)cc1OC,-5.0,0.4,-16.3,6.1,-11.1,1.2,0.0,-0.8,1.4,-1.4
COc1ccc(C2=NS(=O)(=O)N(C)C(C(=O)Nc3ccc(F)cc3F)=C2)cc1,1.9,x,-7.9,-6.2,-6.8,-0.3,2.4,-1.5,23.1,-23.1
COc1cccc(CN2C(=O)N(C(C)C)C(N(O)C(=O)NC(C)C)C2(C)C)c1OC (configuration not stated),-6.0,0.5,-16.2,-2.6,-4.4,-0.9,-4.7,-1.8,16.9,-16.9
CSc1nnc(C)c(=O)n1COC(=O)/C=C/c1ccc2c(c1)OCO2,-0.3,4.1,10.9,-5.2,-9.2,1.8,-5.3,2.1,5.1,-5.1
CCOc1ccc(CCNC(=O)COC(=O)COc2ccc(C(=O)CC)cc2)cc1OCC,-1.5,-4.9,-11.7,2.1,6.0,-0.6,-1.5,-1.2,6.1,-6.1
Cc1cccc(C)c1NS(=O)(=O)c1ccc2c(c1)NC(=O)CO2,-4.4,-8.3,1.5,-7.7,-15.0,-1.0,-8.6,6.5,-0.2,0.2
CC(C)CNC(=O)NC(=O)COC(=O)COc1ccc(Cl)cc1Cl,-1.2,0.2,-2.7,0.7,0.1,0.6,5.9,-2.0,11.8,-11.8
O=C(C[n+]1cc(-c2ccccc2)n2c1CCC2)OCc1ccccc1,1.1,-1.4,1.0,34.0,-1.2,0.0,-7.9,-4.9,6.6,-6.6
COc1ccc(CCNC2CC(=O)N(CCc3ccccc3)C2=O)cc1OC (configuration not stated),-4.9,-0.4,-9.0,8.9,-8.2,-0.1,-4.4,-2.6,5.9,-5.9
CCC(=O)N1CCN=C1SCc1ccc(F)cc1,-6.5,x,-9.5,-2.0,-5.4,1.9,-1.5,0.6,x,x
Cn1c(=O)c2c(nc(CN3CCN(CCO)CC3)n2Cc2ccccc2Cl)n(C)c1=O,4.8,x,4.1,24.0,-0.1,-0.1,6.3,0.9,26.1,-26.1
O=C1CCCN1CC(CN1CCOCC1)Sc1nnnn1-c1ccccc1 (configuration not stated),1.5&0.3,-1.4&-0.2,-13.4&-6.6,-2.7&-1.4,-1.8&-8.0,-0.2&-0.7,7.3&-11.7,1.7&-3.8,3.2&13.8,-3.2&-13.8
COc1ccc(C(N)=S)c(OC)c1,-3.1,-1.4,-7.5,0.7,8.3,-0.5,5.1,1.5,19.1,-19.1
CC(=O)N1CCc2cc(S(=O)(=O)NCCCN3CCCCC3)ccc21,-1.1,1.0,-17.9,-16.8,1.7,0.3,-5.5,-3.0,8.3,-8.3
O=C(O)c1ccccc1C(=O)NC1=NN(c2ccccc2)CC1,-2.8,-0.2,-9.2,-7.5,-2.9,2.0,-1.8,0.2,-25.8,25.8
O=C(CN1C(=O)c2ccccc2S1(=O)=O)NCCSCc1ccco1,-2.1,-0.2,-7.2,5.5,-5.8,-2.4,3.6,0.1,-3.9,3.9

# Reprinted at random: 4 records from the list, in no set order.
SMILES,Keap1-Nrf2 PPI,NSD2 HMT inh,PvdQ acylase,Arr AP2 block,RTF Ca sens inh,LANA DNA inh,PKA-R2B act,DAGLB inh,SR-BI uptake up,SR-BI DiI inh
COc1ccc(CCNC2CC(=O)N(CCc3ccccc3)C2=O)cc1OC (configuration not stated),-4.9,-0.4,-9.0,8.9,-8.2,-0.1,-4.4,-2.6,5.9,-5.9
CSc1nnc(C)c(=O)n1COC(=O)/C=C/c1ccc2c(c1)OCO2,-0.3,4.1,10.9,-5.2,-9.2,1.8,-5.3,2.1,5.1,-5.1
COc1ccc(C(N)=S)c(OC)c1,-3.1,-1.4,-7.5,0.7,8.3,-0.5,5.1,1.5,19.1,-19.1
COc1cccc(CN2C(=O)N(C(C)C)C(N(O)C(=O)NC(C)C)C2(C)C)c1OC (configuration not stated),-6.0,0.5,-16.2,-2.6,-4.4,-0.9,-4.7,-1.8,16.9,-16.9

# Further records.
SMILES,Keap1-Nrf2 PPI,NSD2 HMT inh,PvdQ acylase,Arr AP2 block,RTF Ca sens inh,LANA DNA inh,PKA-R2B act,DAGLB inh,SR-BI uptake up,SR-BI DiI inh
Cc1cccc(NC(=O)CN(C)S(=O)(=O)c2ccccc2)n1,-2.5,2.1,-9.6,-7.2,-4.3,-0.7,2.1,-0.3,10.6,-10.6
On1c(-c2ccccc2)nc2ncccc21,-1.4,0.4,-25.5,13.9,-8.8,2.7,7.2,2.5,x,x
CN(C)C(=O)c1ccc(NC(=O)c2cc(-n3cnnc3)ccc2Cl)cc1,1.5,8.9,-8.0,-12.1,5.2,1.9,-1.5,0.5,7.6,-7.6
CC(C)(Oc1cccc2ccccc12)C(=O)O,1.5,0.6,9.7,-0.8,1.8,-0.6,-9.6,-4.9,11.5,-11.5
CN(C)CCCN(C(=O)c1ccc(S(=O)(=O)N2CCCCCC2)cc1)c1nc2cc3c(cc2s1)OCCO3,-0.8,9.1,-1.5,1.7,-0.1,-1.0,-0.6,0.5,-11.0,11.0
COCCN(CC(=O)Nc1ccccc1C(F)(F)F)C(=O)/C=C/c1cc(Cl)c2c(c1)OCO2,-2.9,0.4,-19.1,-0.2,-5.5,2.1,-11.0,-4.3,-23.3,23.3
CSc1nc(=S)c2[nH]c(=S)[nH]c2[nH]1,0.4,-0.4,-4.9,-4.2,-1.3,0.7,-9.0,2.3,-9.3,9.3
O=C(NCN1CCN(c2ccccc2)CC1)c1cnccn1,-5.8,-1.0,-12.3,-7.7,-5.8,0.1,-5.0,-0.7,4.4,-4.4
O=C(Cc1c[nH]c2ccccc12)NC1(C(=O)NC2CCCCC2)CCCCC1,-5.4,-0.9,6.4,1.0,5.8,0.3,-19.5,-2.8,32.9,-32.9
